Bioassay records as filed in PubChem BioAssay.
PG9 Ab binder = PG9 antibody binding by small molecule | TR-FRET gp120-PG9 antibody binding | inhibition, % at 6.7 µM | hit rate 0.43% among 360,000 | AID 624416; in the data active = inhibition above about 8.5%
hcDAF12 agonist = H. contortus DAF-12 activation, primary screen. HEK293 hcDAF-12 lit1-tk-luc reporter, luminescence; 0% DMSO, 100% Δ7-dafachronic acid. activation, % at 6.8 µM. hit rate 1.4% among 370,000;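 active = activation above the mean of all tested compounds plus 3 SD, cut at about 5.5% in these data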;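 note: 100% = response to 3 µM Δ7-dafachronic acid high control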
ADAM10 inh = ADAM10 inhibition, QFRET primary screen; O14672; recombinant ADAM10, EDANS/DABCYL FRET peptide cleavage, 3 h; inhibition, % at 7 µM; hit rate 0.62% among 370,000;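 active = inhibition above a per-campaign cutoff equal to the mean of compounds falling between control-based bounds plus 3 SD, cut at about 20% in these data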;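 note: 0% = DMSO wells while the 100% control is not disclosed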
Target sequence (O14672 214-748 limits assumed): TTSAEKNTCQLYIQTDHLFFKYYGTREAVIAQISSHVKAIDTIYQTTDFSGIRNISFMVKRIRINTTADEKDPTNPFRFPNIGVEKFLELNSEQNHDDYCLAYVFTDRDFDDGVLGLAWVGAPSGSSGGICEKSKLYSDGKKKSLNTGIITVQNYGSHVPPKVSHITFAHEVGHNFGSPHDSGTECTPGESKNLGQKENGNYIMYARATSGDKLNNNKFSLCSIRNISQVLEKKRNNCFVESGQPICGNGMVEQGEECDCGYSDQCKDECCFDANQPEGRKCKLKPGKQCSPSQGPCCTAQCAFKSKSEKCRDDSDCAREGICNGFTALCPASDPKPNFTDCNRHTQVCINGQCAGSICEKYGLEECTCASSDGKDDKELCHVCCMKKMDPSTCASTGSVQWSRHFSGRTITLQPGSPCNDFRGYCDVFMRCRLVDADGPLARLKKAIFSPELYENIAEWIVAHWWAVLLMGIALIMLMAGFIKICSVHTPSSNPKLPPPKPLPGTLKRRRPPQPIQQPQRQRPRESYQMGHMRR
DAX1 inh-1 = inhibits human nuclear receptor DAX1 | AID 504766 | P51843 | inhibition, % at 6.75 µM | hit rate 0.99% among 340,000 | HEK293 Gal4-DAX1 luciferase reporter, luminescence;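 active = inhibition above the mean over all tested compounds plus 3 SD, cut at about 4.2% in these data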;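 note: 0% = DAX1-transfected cells with DMSO and 100% = empty-vector control cells with DMSO; inhibition shows as a rise in luminescence from relieved DAX1 repression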
Target sequence (P51843 207-470 limits assumed): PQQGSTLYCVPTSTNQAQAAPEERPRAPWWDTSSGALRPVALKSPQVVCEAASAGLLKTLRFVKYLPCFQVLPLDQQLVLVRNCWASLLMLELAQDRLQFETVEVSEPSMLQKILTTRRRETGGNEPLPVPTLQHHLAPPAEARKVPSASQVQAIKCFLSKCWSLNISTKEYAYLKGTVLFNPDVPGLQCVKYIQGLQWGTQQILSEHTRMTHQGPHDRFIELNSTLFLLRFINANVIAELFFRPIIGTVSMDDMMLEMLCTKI
ADAM17 inh = ADAM17 inhibition, QFRET primary screen; P78536; recombinant ADAM17, EDANS/DABCYL FRET peptide cleavage; inhibition, % at 6.95 µM; hit rate 0.83% among 370,000;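 active = inhibition above the mean of compounds lying between control limits plus 3 SD, set per campaign, cut at about 8.5% in these data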;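 note: 0% = DMSO-only wells as the low control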
hgDAF12 agonist = activates the H. glycines DAF-12 receptor ligand-binding domain; activation, % at 6.8 µM; HEK293 GAL4-hgDAF12 UAS-luciferase reporter, agonist luminescence; normalized to butyrate control; AID 687014; hit rate 1.8% among 370,000;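 active = activation above a cutoff set at the mean of all screened compounds plus 3 SD, cut at about 10% in these data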;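 note: 0% = DMSO wells and 100% = sodium butyrate wells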
DAX1 inh-2 = DAX1 (NR0B1) inhibition, primary screen. HEK293T StAR-luciferase reporter, SF-1/DAX-1 repression relief. inhibition, % at 6.8 µM. hit rate 1.1% among 370,000. AID 652010;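 active = inhibition above the mean over all tested compounds plus 3 SD, cut at about 3.6% in these data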;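 note: 0% = DAX-1 cells with DMSO and 100% = cells lacking DAX-1 with DMSO; higher inhibition means more luminescence from relief of DAX-1 repression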
FXN GAA850 act = increases GAA850 frataxin promoter reporter activity; hit rate 0.56% among 360,000; activation, % at 6 µM; HEK293 lucGAA850 FXN promoter luciferase reporter, 24 h; percent of 10 µM SAHA response;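 active = activation above the average of all compounds screened plus 3 SD, cutoff fixed separately per campaign, cut at about 7.5% in these data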;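 note: 0% = DMSO wells and 100% = 10 µM SAHA wells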
ssDAF-12 act = activates DAF-12 receptor from parasite S. stercoralis | HEK293 ssDAF-12/GRIP1 lit1-tk-luc reporter, luminescence; % of 3 µM dafachronic acid response | activation, % at 6.8 µM | hit rate 1% among 370,000 | AID 652126;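 active = activation above the mean over all tested compounds plus 3 SD, cut at about 0.9% in these data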;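 note: 0% = DMSO-only wells and 100% = 3 µM delta7-dafachronic acid wells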
SMARCA2 activ = activators of SMARCA2 function; MG213 cells, MMTV-luciferase reporter, dexamethasone, overnight; activation, % at 9.1 µM; hit rate 1% among 370,000; in the data active = activation above about 7.8%;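 note: 0% = vehicle wells and 100% = reference activator wells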
GC-A act = GC-A (human) enzyme activation | P16066 | HEK293 GC-A cells, cGMP TR-FRET, EC30 ANP; 0% at EC30 ANP, 100% saturating ANP | activation, % at 10 µM | hit rate 0.14% among 370,000; in the data active = activation above about 40%
* = called active by the depositor.

SMILES	PG9 Ab binder	hcDAF12 agonist	ADAM10 inh	DAX1 inh-1	ADAM17 inh	hgDAF12 agonist	DAX1 inh-2	FXN GAA850 act	ssDAF-12 act	SMARCA2 activ	GC-A act
COc1ccc(-c2nc(CS(=O)(=O)CC(=O)NCCCN3CCN(C)CC3)c(C)o2)cc1	-0.5	0.4	4	-0.5	-3	0.3	0.5	1.3	-0.2	0	-3
Cn1c(CCN2CCCCCC2)nc2cc(NC(=O)Nc3ccccc3)ccc21	-2.8	0.8	-155	0.1	-33	-0.2	1.7	10*	-0.8	2	0
O=C(NNS(=O)(=O)c1ccccc1)c1ccc(S(=O)(=O)N2CCCCC2)cc1	1.8	-2.1	-9	-1.1	-3	-3.0	-0.3	2.8	-1.9	-2	-3
CCC(=O)N/C(N)=N/c1nc2ccccc2o1	-1.6	2.1	-8	5.4*	-2	6.7	1.8	7.8*	-0.9	1	17
Cc1ccc(Nc2ccc(C(=O)NCCc3ccccc3)cn2)cc1	-1.4	-1.2	-11	-0.4	-3	-1.3	0.4	2.7	-0.8	7	2
CCCc1cc(C(=O)N2CCCC(Cc3ccccc3C)(C(=O)OCC)C2)no1 (stereo not given)	-0.7	0.9	4	0.6	-2	-2.1	-1.6	1.6	-1.8	-4	2
Cc1ccc(NS(=O)(=O)c2cccc(C(=O)NCC(c3cccs3)N(C)C)c2)cc1 (stereo not given)	0.3	2.0	7	-0.6	0	1.4	-0.6	-2.2	-1.3	1	-6
Cc1ccc(Cn2ncn(-c3ccccc3)c2=O)cc1	-1.9	0.7	-6	-0.9	-2	5.3	-0.2	1.0	-1.2	-1	-1
COc1cccc(C2CC(=O)C3=C(C2)Nc2ccccc2N(C(=O)CCC(=O)O)C3c2ccc(F)cc2)c1 (stereo not given)	1.0	0.6	-27	-0.8	-12	0.4	0.3	-1.4	-1.4	-1	0
Cn1c(-c2sc(=S)n(-c3ccccc3)c2N)nc2ccccc21	-5.0	3.2	2	0.7	-3	2.0	-0.8	2.4	0.1	3	3
COC(=O)C1Cc2ccccc2CN1S(=O)(=O)c1ccc(F)cc1 (stereo not given)	-1.8	-2.6	3	0.6	-2	-0.6	0.2	1.1	-0.6	0	-6
Cn1nc(NC(=O)C(C)(C)C)c2c(F)cccc21	-0.6	0.2	1	-0.1	-1	0.5	0.4	-0.4	-1.6	0	3
O=C(/C=C/c1ccccc1)NC(=S)Nc1ncccn1	-0.1	-1.6	0	3.0	-1	-1.9	-0.4	1.1	-1.2	2	-2
CCC(C)C(NS(=O)(=O)c1ccc(C)cc1)C(=O)O (stereo not given)	-1.3	-1.4	-11	0.1	-5	-2.3	0.0	3.3	-1.4	-3	4
COc1ccccc1C(=O)Nc1c(C(=O)N2CCN(C)CC2)oc2ccccc12	-1.2	-0.5	1	-0.1	1	-2.9	0.1	3.2	-1.4	-1	-1
COc1ccc(CCNC(=O)C2CCC(=O)N2S(=O)(=O)c2ccc(C)cc2)cc1 (stereo not given)	-0.2	-1.1	-1	0.5	-1	-1.4	0.5	-0.7	-1.6	-2	0
CC1Cc2cc(S(=O)(=O)N3CCN(c4cccc(Cl)c4)CC3)ccc2N1C(=O)C1CC1 (stereo not given)	2.1	-0.8	2	2.7	-4	2.9	0.0	1.4	-1.2	1	-1
CN(C(=O)CSc1nnc(-c2ccc3c(c2)OCO3)o1)C1CCS(=O)(=O)C1 (stereo not given)	-1.1	-0.1	-13	-0.6	-5	2.9	-0.6	0.9	-1.4	-1	0
CCOc1ccc(NC(=O)CSc2nnc(-c3ccco3)n2N)cc1	0.8	-0.5	-18	0.6	-1	0.0	-2.9	0.4	-1.1	-3	2
CC(C)(C)n1nc2c(c1NC(=O)c1ccc(Br)cc1)CS(=O)C2 (stereo not given)	1.6	-1.2	-7	0.1	-2	1.0	-0.5	-2.0	-1.1	-2	-2
Cc1cc(C)c2c(-n3cccc3)c(NC(=O)OC(C)C)sc2n1	0.4	-1.9	-5	-0.4	0	-3.8	-1.1	-0.4	-1.2	-2	-4
O=[N+]([O-])c1cccnc1NCc1cccs1	-0.6	-0.5	6	2.1	0	-2.4	-0.1	4.5	-1.9	-1	2
COC(=O)c1sccc1NC(=O)c1cc(-c2cc(C)ccc2C)nc2ccccc12	-0.5	2.0	-3	0.7	1	-0.3	-0.7	-1.7	-1.6	-3	3
CC(=O)c1cccc(CN2CCC(CO)(CCCc3ccccc3)CC2)c1	-2.4	1.2	6	0.0	-3	-1.5	0.4	1.3	-1.4	1	-1
COc1cc(/C=C2/C(=O)NN(c3ccc(Cl)cc3)C2=O)cc(OC)c1O	-12	2.0	-5	-0.7	1	3.0	0.1	0.1	-0.6	0	-3
CC(C)CCCN1C(N(C)C)=NC[C@@H]1Cc1ccccc1	-0.6	-0.4	-3	1.4	-5	0.2	-0.6	-1.2	-1.2	-1	-4
CCCCNC(=O)C(CC)(ONc1ccccc1C(F)(F)F)c1ccccc1OC (stereo not given)	-0.9	-0.2	2	0.7	0	2.1	0.0	-0.7	-1.1	2	0
CCc1cccc(NC(=O)Cn2c(-c3ccccc3)cc(C(C)=O)c2C)c1	-0.3	-1.4	1	-1.7	-3	1.5	0.2	1.7	-1.4	-1	-1
CC1CCCC(C)N1C(=S)NCc1ccco1 (stereo not given)	-1.3	-0.9	-1	2.2	0	0.4	0.4	-2.6	-1.7	5	4
CCOC(=O)c1ccc(N2C(=O)C3CC=CCC3C2=O)cc1 (stereo not given)	-1.1	-0.4	5	-0.2	0	1.0	0.4	3.0	0.0	2	-4

Six of these compounds, set out differently.
Screens in order – PG9 Ab binder, hcDAF12 agonist, ADAM10 inh, DAX1 inh-1, ADAM17 inh, hgDAF12 agonist, DAX1 inh-2, FXN GAA850 act, ssDAF-12 act, SMARCA2 activ, GC-A act
- Cn1c(-c2sc(=S)n(-c3ccccc3)c2N)nc2ccccc21
 : -5.0, 3.2, 2, 0.7, -3, 2.0, -0.8, 2.4, 0.1, 3, 3
- COC(=O)C1Cc2ccccc2CN1S(=O)(=O)c1ccc(F)cc1 (stereo not given)
 : -1.8, -2.6, 3, 0.6, -2, -0.6, 0.2, 1.1, -0.6, 0, -6
- Cn1nc(NC(=O)C(C)(C)C)c2c(F)cccc21
 : -0.6, 0.2, 1, -0.1, -1, 0.5, 0.4, -0.4, -1.6, 0, 3
- O=C(/C=C/c1ccccc1)NC(=S)Nc1ncccn1
 : -0.1, -1.6, 0, 3.0, -1, -1.9, -0.4, 1.1, -1.2, 2, -2
- CCC(C)C(NS(=O)(=O)c1ccc(C)cc1)C(=O)O (stereo not given)
 : -1.3, -1.4, -11, 0.1, -5, -2.3, 0.0, 3.3, -1.4, -3, 4
- COc1ccccc1C(=O)Nc1c(C(=O)N2CCN(C)CC2)oc2ccccc12
 : -1.2, -0.5, 1, -0.1, 1, -2.9, 0.1, 3.2, -1.4, -1, -1

Continued.
SMILES	PG9 Ab binder	hcDAF12 agonist	ADAM10 inh	DAX1 inh-1	ADAM17 inh	hgDAF12 agonist	DAX1 inh-2	FXN GAA850 act	ssDAF-12 act	SMARCA2 activ	GC-A act
CCCN(CCC)CC(O)Cn1cc(/C=C/C(=O)c2ccccc2)c2ccccc21 (stereo not given)	-2.7	2.2	-13	1.6	-2	0.9	0.2	-1.4	-1.4	-1	-7
O=c1[nH]c2ccccc2n1CCCN1CCCCC1	-2.4	-0.2	-7	2.2	-4	0.4	-0.5	-0.4	-0.9	-2	-3
Cc1onc(-c2ccccc2)c1C(=O)NC(=S)Nc1sc2c(c1C#N)CCC(C)C2 (stereo not given)	-0.6	-2.6	-56	-0.6	-64	-0.9	-0.2	-0.1	-1.6	-5	1
Cc1cccc(C)c1-n1c(C)nn(CC#N)c1=O	-0.7	4.4	0	0.8	-3	0.8	-0.1	0.8	-0.8	2	1
Cc1cccc(Oc2ccc3c(c2)cc(C(=O)O)n3C)c1	-2.2	-1.4	-39	0.2	-19	-1.0	-0.1	1.1	-1.1	-1	-3
COc1ccc(CC(=O)NCc2nnc(SCc3ccc(C)cc3)n2C)cc1	-2.1	-1.8	-5	-0.4	-1	-4.9	-0.5	1.5	-0.4	0	2
CC(C)OCCCNc1ncc2c(n1)CC(c1ccccc1)CC2=O (stereo not given)	-0.2	-4.1	-8	1.7	-4	-1.6	-0.4	-1.4	-1.4	1	0
COc1cc(/C=N/NC(=O)Cn2nc([N+](=O)[O-])cc2C)cc(Br)c1OCc1ccccc1	0.9	0.4	-6	0.6	-6	0.4	0.5	-0.4	-1.3	-1	-3
CCN(CC)C(=O)Cn1c(=O)n(CC(=O)N2CCCCC2)c(=O)c2sccc21	0.1	0.0	-8	0.0	0	0.8	-0.1	0.0	-1.0	-2	3
Cc1ccc(-n2nc3ccc(NC(=S)NC(=O)/C=C/c4ccco4)cc3n2)cc1	8.3	4.2	-43	-0.2	-14	3.3	1.7	4.7	0.0	0	5
CCOc1ccc(NC(=O)CSc2nc(C)c3c(c2C#N)CCCC3)cc1	1.9	0.1	8	0.1	4	1.5	-1.0	-2.0	-1.0	1	-5
NC(=O)C(c1ccc(Cl)cc1)c1ccc(Sc2ccc(Cl)cc2)nn1 (stereo not given)	1.9	-2.6	23*	-1.2	4	-2.8	-1.4	-0.6	-1.9	-3	1
Cc1c(N2C(=O)CS/C2=N\N=C\c2ccc(Br)cc2)c(=O)n(-c2ccccc2)n1C	0.2	-1.0	4	1.6	-1	-0.2	-0.7	0.1	-1.7	3	-1
CC(OC(=O)CCCN=C1NS(=O)(=O)c2ccccc21)C(=O)Nc1ccc(F)c(F)c1F (stereo not given)	-0.5	-0.7	-10	0.6	-5	0.9	-0.1	-1.2	-1.4	-3	-3
CCn1ccnc1CN(C)C(=O)c1ccc2nc(Cc3ccc(OC)cc3)oc2c1	0.9	-0.7	3	1.1	3	-0.9	-0.3	-1.4	-0.1	-1	5
Cn1c(=O)n(C)c2cc([N+](=O)[O-])c(N3CCN(S(=O)(=O)c4ccc(C(C)(C)C)cc4)CC3)cc21	-1.8	-2.3	2	-1.6	-5	-0.8	0.1	-0.5	-1.9	-1	2
Cc1ccc(S(=O)(=O)Oc2ccccc2/C=N/NC(N)=S)cc1	-1.1	0.3	-10	-2.1	-3	6.8	-1.7	-4.9	-0.7	-1	-11
CCn1c(CC(=O)Nc2ccc(C)cc2)nnc1SCC(=O)NCCc1ccccc1	-0.7	0.3	7	-0.4	-2	-2.8	-0.8	1.2	-0.6	3	7
Cc1ccc(NC(=O)ON=C2CCCC2)cc1	-3.1	4.8	2	0.2	-2	8.6	0.9	5.1	-0.7	1	7
NC1=NC(=O)S/C1=C\c1ccc(O)cc1	-7.2	0.6	3	-0.3	2	2.5	0.5	2.6	0.1	0	-10
Cc1oc(-c2ccc3c(c2)OCCO3)cc1C(=O)NC(Cc1ccccc1)C(=O)O (stereo not given)	0.7	-0.1	0	-0.2	-2	3.2	0.3	0.5	-1.4	-2	1
CC(C)(C)c1ccc(CN(Cc2ccco2)Cc2nnnn2C2CCCC2)cc1	-0.1	-1.1	0	-0.1	-3	-0.3	-0.3	1.7	-1.2	1	-2
COc1cc([N+](=O)[O-])ccc1NC(=O)Nc1cccnc1	0.5	-0.1	8	-0.3	0	5.3	-2.7	-1.1	-1.1	-2	-5
